Screening results from PubChem.
TbMetRS inhib – Trypanosoma brucei MetRS inhibition; purified T. brucei MetRS, ATP depletion, Kinase-Glo luminescence; hit rate 0.4% among 360,000; inhibition, % at 11.9 µM;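 active = inhibition above a per-plate cutoff of the control wells' mean inhibition plus 3 SD, cut at about 5.5% in these data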;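 also: 0% = DMSO wells median and 100% = median of wells with control inhibitor compound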
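Measured by: Kinase-Glo luciferase luminescence reporting remaining unconsumed ATP. Material: purified T. brucei MetRS enzyme. Doses: 11.9 µM compound single dose, 0.9% DMSO. Medium: HEPES buffer containing pyrophosphatase, BSA, spermine, DTT. Times: 15 min preincubation, 2 h reaction, all 25 °C. Reagent: methionine, ATP and bulk E. coli tRNA.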
CendR NRP1 mod – modulators of CendR peptide binding to human neuropilin-1. FAM-RPARPAR peptide binding to NRP-1, fluorescence polarization. inhibition, % at 25 µM. hit rate 0.85% among 360,000;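 active = inhibition or corrected inhibition above about 18%, plus a signal ratio from 0.5 to 1.5, limit read from the data, passing the limit was not always enough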; also: strong numbers were not always called active
NadD inh – NadD (S. aureus) enzyme inhibition | purified NadD enzyme, colorimetric absorbance read-out | inhibition, % at 20 µM | hit rate 0.78% among 360,000; in the data active = inhibition above about 26%; also: some compounds past the cut are filed as inactive
Scp1 inh – inhibitors of human Scp-1 phosphatase; Recombinant Scp1, phosphopeptide, malachite green phosphate absorbance; inhibition, % at 20 µM; hit rate 0.88% among 340,000;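 active = inhibition above about 50% at 20 µM, limit read from the data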;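 also: plate controls were DMSO wells with enzyme for no effect and wells lacking enzyme for full effect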
Target sequence (Q9GZU7 76-261 limits assumed): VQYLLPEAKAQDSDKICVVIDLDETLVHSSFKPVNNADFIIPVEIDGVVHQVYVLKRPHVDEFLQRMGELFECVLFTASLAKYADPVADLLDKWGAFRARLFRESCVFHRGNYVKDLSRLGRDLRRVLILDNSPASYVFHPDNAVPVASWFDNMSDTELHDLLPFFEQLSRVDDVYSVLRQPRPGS
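Times: enzyme reaction 45 min at room temperature, colour 5 min, stabilisation 30 min. Material: SCP-1 catalytic fragment, aa 76-261. Medium: Acidic Tris acetate buffer with magnesium and detergent. Signal: colorimetric free-phosphate detection, absorbance 630 nm. Read-out basis: % inhibition of SCP-1 phosphate liberation. Reagent: Phosphorylated 17-residue peptide substrate.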
STEP block – STEP (human) phosphatase inhibition; P54829; recombinant STEP, OMFP fluorogenic substrate, fluorescence; inhibition, % at 20 µM; hit rate 0.25% among 360,000;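 active = inhibition at 20 µM, scaled per plate between control wells, above about 37%, limit read from the data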;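 also: 0% = DMSO with enzyme and substrate and 100% = substrate only without enzyme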
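Also added – OMFP at 25 µM · Test system – STEP tyrosine phosphatase · Technique – FITC-channel fluorescence of OMFP product · Schedule – 20 min at room temperature, dark · Evaluation – control-normalized % inhibition with plate pattern correction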
SKN-1 block – C. elegans SKN-1 inhibition; C. elegans VP596 Pgst-4::GFP/RFP ratio, acrylamide-induced, 24 h; inhibition, % at 21.8 µM; hit rate 0.49% among 360,000; AID 624304;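 active = interference check ratio from 0.5 to 1.5 plus GFP to RFP signal ratio inhibition reaching or exceeding a fixed threshold, cut at about 30% in these data, passing the limit was not always enough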; also: some compounds called inactive have numbers as strong as hits
SUMO1 PPI mod – modulators of human SUMO1-mediated protein-protein interactions; SUMO1 binding to a labelled peptide, TR-FRET, 1 h; P63165; hit rate 0.33% among 360,000; inhibition, % at 20 µM; in the data active = inhibition above about 37%
Neddyl block – inhibitors of human cullin neddylation. P61081+Q13564. TR-FRET cullin neddylation, biochemical. calls only at 25 µM. hit rate 0.58% among 360,000. AID 651699; in the data active = inhibition above about 36%
Target sequence (P61081 whole entry, looked up): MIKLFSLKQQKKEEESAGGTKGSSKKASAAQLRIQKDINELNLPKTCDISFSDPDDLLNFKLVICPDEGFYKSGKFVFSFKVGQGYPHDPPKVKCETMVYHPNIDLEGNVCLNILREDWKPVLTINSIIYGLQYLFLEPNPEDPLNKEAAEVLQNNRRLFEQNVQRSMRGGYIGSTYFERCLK
Target sequence (Q13564 whole entry, looked up): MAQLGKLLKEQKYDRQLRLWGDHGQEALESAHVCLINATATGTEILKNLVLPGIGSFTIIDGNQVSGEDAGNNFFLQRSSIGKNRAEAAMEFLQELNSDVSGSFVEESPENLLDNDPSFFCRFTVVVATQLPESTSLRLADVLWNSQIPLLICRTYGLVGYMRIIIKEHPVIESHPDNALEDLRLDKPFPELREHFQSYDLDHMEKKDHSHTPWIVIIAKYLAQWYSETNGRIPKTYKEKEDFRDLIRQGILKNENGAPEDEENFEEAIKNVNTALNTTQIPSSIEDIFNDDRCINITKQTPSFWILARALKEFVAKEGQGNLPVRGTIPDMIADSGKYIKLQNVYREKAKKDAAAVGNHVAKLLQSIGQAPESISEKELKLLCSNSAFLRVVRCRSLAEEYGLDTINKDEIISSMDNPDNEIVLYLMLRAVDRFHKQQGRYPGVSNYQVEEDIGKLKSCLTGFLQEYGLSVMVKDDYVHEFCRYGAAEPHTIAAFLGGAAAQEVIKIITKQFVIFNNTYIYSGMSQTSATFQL
LMPTP inh – blocks human LMPTP phosphatase. P24666. recombinant LMPTP-A, OMFP fluorogenic substrate, fluorescence intensity. inhibition, % at 20 µM. hit rate 0.22% among 360,000. AID 651560;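 active = compounds that cut the enzyme signal by at least half of the control window in the single-dose screen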;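 also: plate controls were DMSO wells with enzyme plus substrate for no effect and substrate without enzyme for full effect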
Target sequence (P24666 whole entry, looked up): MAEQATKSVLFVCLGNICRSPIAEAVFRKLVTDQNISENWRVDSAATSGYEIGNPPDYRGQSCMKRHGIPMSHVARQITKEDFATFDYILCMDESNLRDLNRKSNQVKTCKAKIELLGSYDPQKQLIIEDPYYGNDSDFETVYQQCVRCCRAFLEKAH
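Test system – LMPTP-A phosphatase enzyme · Quantity – 0.625 nM LMPTP-A final · Reagent – OMFP substrate, 400 µM final · Dosing – one test concentration per compound, 20 µM, with 3% DMSO overall · Timing – 50 min enzyme reaction at room temperature, protected from light · Detection – fluorescence intensity · Controls – substrate-only low control, DMSO enzyme-plus-substrate high control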
DNMT1 inh – DNMT1 (human) enzyme inhibition. P26358. DNMT1 molecular beacon, Hinp1I cleavage, fluorescence. inhibition (reported as % activation of signal), % at 10 µM. hit rate 0.83% among 360,000. AID 588458; in the data active = inhibition above about 50%
The depositor's hits bear a star; i = inactive; . = not tested or not shown; + = active, no number. Compounds as they come; overall some 4.6% were active at least once.

SMILES	TbMetRS inhib	CendR NRP1 mod	NadD inh	Scp1 inh	STEP block	SKN-1 block	SUMO1 PPI mod	Neddyl block	LMPTP inh	DNMT1 inh
COCCN(C(=O)COC(=O)CCC(=O)c1ccc(Cl)cc1)c1c(N)n(Cc2ccccc2)c(=O)[nH]c1=O	-0.2	-21	2	-5	2	-1	4	i	0.8	-3
CC1=C(C(=O)OCc2ccccc2)C(c2ccc(N(C)C)cc2)NC(=O)N1 (stereo not drawn)	0.3	-13	6	0	-6	11	-3	i	-0.7	-1
N#CCCN(C(=O)COC(=O)c1cc(=O)c2ccccc2o1)c1ccccc1	0.7	-12	-3	2	1	2	-7	i	-1.3	4
CC(=O)Nc1ccccc1NC(=O)C/C(C)=N/NC(=O)c1cccnc1	0.2	5	-2	9	4	8	2	i	-0.9	-2
Cc1ccc(/C=N/Nc2nc(N3CCCCC3)nc(N3CCCCC3)n2)o1	0.3	-3	10	-3	3	8	1	i	0.2	1
Cc1ccc(S(=O)(=O)N(C)C)cc1NC(=O)C(C)Sc1ccccc1 (stereo not drawn)	-0.4	-3	-15	-15	-4	0	2	i	-0.9	-5
C[N+]1(CC(=O)OCCCc2ccccc2)CCCC1	-0.3	10	12	62*	0	2	-3	i	-1.5	-1
CCCNC(=O)c1cc(C2CCCCN2S(=O)(=O)c2cn(C)cn2)on1 (stereo not drawn)	0.1	4	0	.	3	31	3	i	-0.3	1
C=CCn1c(=NC(=O)c2sc3ccccc3c2Cl)sc2cc(S(N)(=O)=O)ccc21	-0.9	-16	36*	88*	2	4	-2	i	39	33
O=[N+]([O-])c1ccc(CSc2ccc(S(=O)(=O)N3CCCC3)cn2)cc1	0.5	-1	-2	-10	-1	-4	-22	i	2.7	-4
CN(C)/C=N/c1c(C#N)cnn1-c1ccc(C(F)(F)F)cn1	-0.5	9	-1	-9	-6	8	0	i	-1.1	2
C=CCN(c1ccccc1OC)S(=O)(=O)c1cccc(C(=O)OCC(=O)N2CC(C)OC(C)C2)c1 (stereo not drawn)	-0.3	-1	0	0	2	5	3	i	1.4	-3
CCN1C/C(=C/c2cccc([N+](=O)[O-])c2)C(=O)/C(=C/c2cccc([N+](=O)[O-])c2)C1	-1.4	23	15	-24	0	2	-7	i	0.9	-1
O=C(O)c1ccccc1C(=O)Nc1ccc(S(=O)(=O)N2CCCC2)cc1	-1.5	-1	-4	4	0	-3	3	i	0.8	-2
CC(C)NC(=O)NC1C2CC3CC(C2)CC1C3 (stereo not drawn)	-0.4	8	4	-8	1	4	-3	i	-1.4	2
O=C(NCCO)c1cccc(-c2ccc3nncn3c2)c1	-0.3	2	2	.	-2	48*	-12	i	-0.7	6
CCOC(=O)c1cc2c(c(CSc3nc4ccccc4c(=O)n3Cc3ccco3)c1)OCOC2	0.0	-7	-1	2	4	23	20	i	2.9	3
CC(C)CNC(=O)C(=O)NCC1OCCN1S(=O)(=O)c1cccs1 (stereo not drawn)	-0.3	17	-3	-2	0	7	1	i	-0.7	-2
O=C(O)[C@H](Cc1ccccc1)Nc1ccc([N+](=O)[O-])cn1	-1.0	-1	-7	-1	0	-1	-17	i	-0.7	-1
CCOc1cc([N+](=O)[O-])cc(/C=C2/NC(=O)N(Cc3ccccc3F)C2=O)c1O	-0.1	3	8	-5	4	14	-4	i	-9.7	8
CCc1ccc(S(=O)(=O)NCCc2csc(-c3ccccc3)n2)s1	0.1	0	-1	-1	-2	8	-1	i	1.0	-8
O=C(NC(=S)Nc1ccc(F)cc1)c1ccc2c(c1)OCCO2	-0.5	-8	-1	-4	-2	-7	5	i	0.5	4
COC(=O)CCc1nc2cc(Cl)ccc2n(Cc2ccccc2)c1=O	-1.0	13	-3	-8	2	0	-9	i	0.0	3
Cc1ccc(C(=O)CCC(=O)Nc2cccc(C(F)(F)F)c2)cc1	0.0	26*	-4	-6	1	-10	2	i	-0.5	-2
CNc1ccc(S(=O)(=O)NCC(=O)OC(C)C(=O)N(C)Cc2ccccc2)cc1[N+](=O)[O-] (stereo not drawn)	0.4	-1	-1	-9	1	0	-34	i	-1.8	1
COc1ccc(CC(=O)N2CCC(n3nccc3NC(=O)C3CCOC3)CC2)cc1 (stereo not drawn)	-0.8	6	-3	-3	-2	-2	-2	i	-1.0	-3
CCOc1ccc(S(=O)(=O)N2CCN=C2c2ccccc2)cc1	-0.4	-14	-3	-5	-1	1	3	i	-0.6	1
C=CC[C@@H](CC(=O)OC(C)(C)C)C(=O)OC[C@@H]1CCCN1C(=O)[C@H](CC=C)CC(=O)NCCO	-0.5	4	1	-11	-4	24	2	i	-1.7	4
COc1ccc(-c2cn(CCC(=O)NCc3ccc(C)cc3)c(-c3ccncc3)n2)cc1	0.0	8	0	-2	3	9	9	i	-0.5	3
O=S(=O)(c1ccccc1)N1CN(c2ccc(F)cc2F)c2nc3ccccc3nc21	-0.2	8	-4	0	4	-1	-5	i	1.3	-5
Cc1ccc(/C=N/NC(=O)c2ccc(Br)o2)s1	-0.9	8	-4	-8	0	13	-14	i	-1.4	3
CN(C)CCCN1C(=O)c2oc3ccc(Cl)cc3c(=O)c2C1c1cccnc1 (stereo not drawn)	0.2	-4	4	-8	-3	1	-8	i	-1.4	0
O=C(CNCc1ccccn1)Nc1ccc([N+](=O)[O-])cc1C(=O)Nc1ccccc1F	0.3	11	12	-2	0	12	-29	i	-0.2	1
N#CC1C=Cc2ccccc2N1C(=O)c1ccccc1 (stereo not drawn)	-0.6	6	0	-11	0	-7	-2	i	1.8	0
Cc1ccccc1C(=O)Nc1ccnn1C1CCN(C(C)Cc2ccccc2F)CC1 (stereo not drawn)	0.1	1	-11	-3	-2	8	-3	i	-1.5	2
O=C(Nn1c(-c2ccccc2)nc2ccccc2c1=O)c1cccs1	-0.1	2	5	-11	-3	10	6	i	0.0	2
O=C(N/C=C/n1cnc2cc(C(F)(F)F)ccc21)c1ccccc1F	1.4	-6	-5	-6	1	0	1	i	0.4	-1
Cc1sc2nc(CN3CCCC3)nc(NCc3ccncc3)c2c1C	0.5	-3	4	-5	0	-4	-2	i	3.1	-3
Cc1cccc(C)c1NC(=O)Nc1nc(CN(C)C)cs1	-0.3	10	4	.	0	5	-2	i	-2.7	5
CC(=O)c1ccc(NC(=O)Nc2cccc(Cl)c2)cc1	-1.1	3	-4	-9	-1	-2	1	i	1.6	-1
CN(CC(=O)Nc1ccc(OC(F)(F)F)cc1)C1CCCCC1	-0.2	15	-14	2	-1	0	0	i	-0.2	5
Cc1c(CCOC(=O)C23CC4CC(CC(C4)C2)C3)sc[n+]1CC#N	0.8	8	1	-6	0	-3	-1	i	-0.7	-5
C[C@@H]1CN([C@@H](C)CO)S(=O)(=O)c2ccc(Br)cc2O[C@@H]1CN(C)C(=O)C1CC1	-0.3	0	-4	.	0	-11	2	i	-2.0	5
Cc1onc(-c2c(Cl)cccc2Cl)c1NC(=O)NNc1c(Cl)cncc1Cl	-0.4	0	-4	18	0	-13	3	i	-0.2	-1
COc1cc(C(C#N)N2N=C(c3ccccc3)CC2c2ccccc2)ccc1O (stereo not drawn)	-0.3	-6	-2	-20	4	19	-2	i	1.9	-9
O=c1cc(Nc2ccc3c(c2)OCCO3)[nH]c(=O)n1-c1ccc(Br)cc1	1.4	-2	7	-6	-1	6	1	i	-0.3	-2
COc1ccc(C2=NN(CC(=O)NCC(OC)OC)C(=O)CC2)cc1	-0.5	-5	1	-4	0	10	6	i	-1.4	1
COC(=O)C1C(O)=C(C=Nc2ccccc2)C(=O)CC1(C)C (stereo not drawn)	-0.1	1	-2	-7	2	-14	0	i	-1.6	2
CN(C)CCNC(=S)Nc1ccc(F)c(F)c1F	-0.2	4	3	-6	2	1	1	i	-3.7	1
Cc1cc(=O)oc2cc(OCC(=O)Nc3ccc(S(=O)(=O)N(C)C)cc3)ccc12	-0.1	1	1	-7	0	8	38	.	-0.4	0
Cc1nnc(SCC(=O)N2c3ccccc3CC2C)s1 (stereo not drawn)	-0.7	13	6	-10	-1	1	-1	i	0.9	2
Cn1c(-c2ccc3ccccc3n2)[n+](C)c2ccccc21	0.1	7	-3	-3	1	14	-6	i	0.1	3
CCCn1c(C)cc(C(=O)COC(=O)CN=C2NS(=O)(=O)c3ccccc32)c1C	0.1	-5	-4	-7	-3	-4	2	i	0.3	46
Cc1cc(-c2nnnn2-c2cc(Cl)cc(Cl)c2)no1	-0.4	1	0	-4	-1	0	7	i	-1.5	0
CC(=O)Nc1ccc(/C=C/c2nc3ccccc3o2)cc1	-0.3	2	-5	-10	-4	12	-31	+	0.2	-4
COc1ccc(CN2C(=O)C(CC(=O)NC3CCCC3)CC(C(=O)N(C)C)=C2C)cc1 (stereo not drawn)	0.7	4	-3	.	-1	-3	2	i	-1.8	3
Cc1ccc(NC(=O)NNc2cccc(Cl)n2)cc1	-0.1	-2	-4	11	1	-25	-3	i	-0.1	0
Cc1onc(-c2ccccc2)c1-c1ccnn1S(=O)(=O)c1ccc(Cl)cc1	-1.2	-13	-12	-22	1	-2	-2	i	2.1	-2
O=C(/C=C/c1ccco1)NC(=S)Nc1ccccn1	-0.6	-10	5	-4	-1	-3	-11	i	0.4	2
Cc1onc(-c2ccccc2)c1C(=O)NC(=S)NNC(=O)c1cc(-c2ccc(F)cc2)n[nH]1	-0.4	-23	18	-15	5	-6	13	i	2.4	-6
CN1CCn2cnc(C(=O)NCc3ccccc3)c2C1=O	0.1	-10	2	.	-3	-2	2	i	-0.6	2
CCc1nn(CC(=O)NCCCc2ccccc2)c(=O)c2cc3c(OC)cccc3n12	-0.3	-8	9	-11	0	0	-3	i	13	49
CCn1nnnc1SCC(=O)N(C)C1CCS(=O)(=O)C1 (stereo not drawn)	0.5	-4	3	-10	-5	0	5	i	-2.2	-2

Two entries from above, with two lines to a compound:
Below each SMILES – TbMetRS inhib, CendR NRP1 mod, NadD inh, Scp1 inh, STEP block, SKN-1 block, SUMO1 PPI mod, Neddyl block, LMPTP inh, DNMT1 inh
CCCn1c(C)cc(C(=O)COC(=O)CN=C2NS(=O)(=O)c3ccccc32)c1C
    0.1, -5, -4, -7, -3, -4, 2, i, 0.3, 46
Cc1cc(-c2nnnn2-c2cc(Cl)cc(Cl)c2)no1
    -0.4, 1, 0, -4, -1, 0, 7, i, -1.5, 0

Scp1 inh: what is marked active above.
SMILES | TbMetRS inhib | CendR NRP1 mod | NadD inh | Scp1 inh | SKN-1 block | SUMO1 PPI mod | Neddyl block | LMPTP inh | DNMT1 inh
C[N+]1(CC(=O)OCCCc2ccccc2)CCCC1 | -0.3 | 10 | 12 | 62* | 2 | -3 | i | -1.5 | -1
C=CCn1c(=NC(=O)c2sc3ccccc3c2Cl)sc2cc(S(N)(=O)=O)ccc21 | -0.9 | -16 | 36* | 88* | 4 | -2 | i | 39 | 33
